COUP-TFII inh: blocks human COUP-TFII nuclear receptor. HEK293T NGFI-A luciferase reporter, luminescence. inhibition, % at 8.6 µM. 370,000 compounds, 0.7% hits. AID 686940;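 active means inhibition above a per-plate cutoff, mean inhibition of test wells between control levels plus 3 SD, cut at about 38% in these data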;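 further: cells cotransfected with COUP-TFII expression vector driving the NGFI-A reporter; 0% = median of COUP-TF2 test wells and 100% = reporter-only cells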
NCOA2 inhibitor: human SRC2 (NCOA2) inhibition | HEK293 GAL4-SRC2 luciferase reporter, luminescence | inhibition, % at 9 µM | Q15596 | 370,000 compounds, 0.17% hits | AID 651957;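 active means inhibition above the mean inhibition of all tested compounds plus 3 SD, set per campaign, cut at about 52% in these data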;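 further: 0% = DMSO treated cells and 100% = cells given Gossypol at 36 µM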
Target sequence (Q15596 whole entry, looked up, the tested form may be a part): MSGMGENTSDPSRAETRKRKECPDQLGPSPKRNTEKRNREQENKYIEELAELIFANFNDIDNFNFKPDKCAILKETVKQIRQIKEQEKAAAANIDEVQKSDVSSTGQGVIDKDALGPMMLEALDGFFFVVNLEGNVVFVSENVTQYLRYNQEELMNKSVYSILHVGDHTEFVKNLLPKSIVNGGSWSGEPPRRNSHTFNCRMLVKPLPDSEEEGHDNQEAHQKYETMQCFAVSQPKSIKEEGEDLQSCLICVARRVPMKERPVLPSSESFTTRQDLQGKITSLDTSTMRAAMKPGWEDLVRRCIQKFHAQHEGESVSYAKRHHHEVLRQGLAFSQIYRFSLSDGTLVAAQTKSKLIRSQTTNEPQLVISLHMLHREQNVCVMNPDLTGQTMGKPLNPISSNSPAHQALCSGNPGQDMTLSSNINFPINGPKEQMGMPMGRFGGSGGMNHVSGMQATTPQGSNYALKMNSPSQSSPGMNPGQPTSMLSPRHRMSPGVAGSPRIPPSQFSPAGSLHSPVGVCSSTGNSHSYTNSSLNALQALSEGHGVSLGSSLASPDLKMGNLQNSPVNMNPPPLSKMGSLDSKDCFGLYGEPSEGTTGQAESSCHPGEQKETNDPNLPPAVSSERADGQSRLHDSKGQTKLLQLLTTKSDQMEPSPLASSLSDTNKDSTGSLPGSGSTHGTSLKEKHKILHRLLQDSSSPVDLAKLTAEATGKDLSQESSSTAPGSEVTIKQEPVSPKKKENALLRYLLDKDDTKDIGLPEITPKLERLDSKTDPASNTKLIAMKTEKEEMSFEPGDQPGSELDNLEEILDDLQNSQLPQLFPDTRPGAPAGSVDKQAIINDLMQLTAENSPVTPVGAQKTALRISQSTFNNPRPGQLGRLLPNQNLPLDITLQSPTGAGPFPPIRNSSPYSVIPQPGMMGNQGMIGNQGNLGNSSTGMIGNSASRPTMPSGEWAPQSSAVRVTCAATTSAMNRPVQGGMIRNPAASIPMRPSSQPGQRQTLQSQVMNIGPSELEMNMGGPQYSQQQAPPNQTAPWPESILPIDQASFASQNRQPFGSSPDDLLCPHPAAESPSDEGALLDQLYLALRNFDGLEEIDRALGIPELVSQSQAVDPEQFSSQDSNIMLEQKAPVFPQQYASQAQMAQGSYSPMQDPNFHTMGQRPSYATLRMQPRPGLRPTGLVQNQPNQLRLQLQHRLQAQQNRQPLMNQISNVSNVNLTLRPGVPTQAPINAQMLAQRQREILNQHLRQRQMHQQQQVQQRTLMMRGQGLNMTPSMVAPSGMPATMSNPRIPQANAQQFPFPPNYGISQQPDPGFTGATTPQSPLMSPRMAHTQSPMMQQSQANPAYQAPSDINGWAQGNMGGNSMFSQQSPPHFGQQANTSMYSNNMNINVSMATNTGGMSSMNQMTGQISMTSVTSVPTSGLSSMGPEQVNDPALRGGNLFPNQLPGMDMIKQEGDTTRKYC
* hit, by the source's call. Only part of the results is shown; the hit share may differ from the screen's.

The first 2 records as a preview:
COUP-TFII inh	NCOA2 inhibitor	SMILES
-17.9	27.0	CCOc1ccc(-n2c(SCc3ccc(C#N)cc3)nnc2-c2ccco2)cc1
-2.2	-0.3	CCN(C[C@H]1[C@@H](c2ccc(C3=CCCC3)cc2)[C@H](CO)N1Cc1ccccn1)S(=O)(=O)c1ccccc1[N+](=O)[O-]

Main list, from the first entry:
COUP-TFII inh	NCOA2 inhibitor	SMILES
-17.9	27.0	CCOc1ccc(-n2c(SCc3ccc(C#N)cc3)nnc2-c2ccco2)cc1
-2.2	-0.3	CCN(C[C@H]1[C@@H](c2ccc(C3=CCCC3)cc2)[C@H](CO)N1Cc1ccccn1)S(=O)(=O)c1ccccc1[N+](=O)[O-]
-26.3	-21.2	O=C(N/N=C\c1ccco1)c1cncc(Br)c1
-9.3	-3.8	C[C@@H]1CNC(=O)c2c(C(=O)N3CCN(c4ccccc4)CC3)ncn21
-1.3	17.4	C[C@@H]1CCN(C2CC2)S(=O)(=O)c2c(cccc2N2CC[C@@H](N(C)C)C2)O1
-3.0	27.1	COC(=O)[C@]12C[C@H](CC(=O)NCc3cccc(C(F)(F)F)c3)C(=O)N(Cc3cccc4ccccc34)C1=C[C@H](C(C)C)O[C@@H]2C1CC1
-10.0	6.4	Cc1ccc(-c2c(C(=O)NC3CCCC3)oc(=O)c3ccccc23)cc1
-15.8	-2.7	O=C(NC1CCCCN(Cc2cccc(Cl)c2)C1=O)c1ccccn1 (stereo not given)
19.8	1.6	Oc1c(C=NCc2ccc(F)cc2)[nH]c2ccc(Br)c(Cl)c12
9.3	13.0	COC(=O)[C@]12C[C@H](CC(=O)N3CCCCC3)C(=O)N(Cc3ccc4c(c3)OCO4)C1=C[C@H](C(C)C)O[C@@H]2C1CC1
2.5	8.3	CCn1c(COc2ccc(C)cc2)nnc1SCc1cccc(C(F)(F)F)c1
-1.2	-15.8	Cc1ccc2c(c1)C1CS(=O)(=O)N(Cc3ccccc3)CN1C2 (stereo not given)
8.0	-28.1	Cc1cc(C)cc(OCC(C)CN2CCC(C(O)(c3ccccc3)c3ccccc3)CC2)c1 (stereo not given)
2.2	18.9	Cc1ccc(-n2c(Cc3cccs3)nnc2SCc2ccc(Br)cc2)cc1
-17.2	-47.4	CCOC(=O)C(CNc1ccc(OCc2ccccc2)cc1)NC(=O)c1ccccc1 (stereo not given)
24.9	23.8	CC(C)(C)c1ccc(C#C[C@@H]2C=C[C@H]3OC(=O)CC/C=C/CCC(=O)OC[C@H]3O2)cc1
4.7	8.7	CC(C)[C@@H]1NC(=O)[C@@H]2CSCCS(=O)(=O)N2C1=O
-7.9	8.1	O=C(Cc1ccccc1)c1c[nH]c(C(=O)NCCCn2ccnc2)c1
8.9	-23.9	COC(=O)C[C@H]1CC[C@@H]2[C@H](COc3ccc(NC(=O)c4cccc(F)c4)cc3C(=O)N2C)O1
8.0	-7.2	COC(=O)C1CN(C2CCCC2)CCS(=O)(=O)N1Cc1cn(Cc2ccc(Cl)cc2)nn1 (stereo not given)
-13.0	10.6	COC(=O)CCCn1cc(CN2CC=CS2(=O)=O)nn1
-10.8	11.8	CSCCCNC(=O)c1cn(C(C)c2ccccc2)nn1 (stereo not given)
7.2	-25.7	CCN(CC)c1ccc(NC(=O)CSc2nc3ccccc3c(=O)n2-c2ccc(C)cc2)cc1
5.7	-8.3	COc1ccc(CCC(=O)Nc2cc(Cl)ccc2N2CCN(C)CC2)cc1
-18.2	-6.9	CC(=O)N[C@@H]1C[C@@H]2O[C@@H](CO)CC[C@@H]2O[C@@H]1CCc1ccc(C#CC2(O)CCCC2)cc1
3.8	-5.9	CCCCOCC1CN(CCCC)S(=O)(=O)c2c(Oc3ccc(C(C)C)cc3)cccc2O1 (stereo not given)
-12.7	18.3	O=C(COCc1ccccc1)N1CC[C@H]2[C@H](CCCN2Cc2ccc(F)cc2)C1
22.4	8.1	COC(=O)[C@]12C[C@H](CC(=O)N3CCC(c4ccccc4)CC3)C(=O)N(Cc3cccc4ccccc34)C1=C[C@H](COCc1ccccc1)O[C@@H]2C
-13.9	1.8	O=C(CSc1nnc(-c2ccccc2)n1-c1ccc(Cl)cc1)Nc1cccc2ccccc12
-8.6	16.1	CC(C)[C@H](NC(=O)c1ccccc1)C(=O)N1CCC[C@H]1C(=O)NCc1ccccc1
6.6	-0.7	C/C=C/c1ccccc1OCCCN1CCC(C(O)(c2ccccc2)c2ccccc2)CC1
-9.0	21.6	O=C(c1ccccc1Cl)N1CCSCCS1(=O)=O
1.7	17.4	COCc1[nH]nc2c1C(c1ccccc1)NC2=O (stereo not given)
5.6	-25.9	O=C(Nc1c(-c2ccc(C(F)(F)F)cc2)nc2ncccn12)c1ccccc1
6.7	-5.1	O=C(CN1CCC(N2CCCCC2)CC1)N1CCOCC1
-16.9	2.3	C/C(=N\NC(=O)c1cc(-c2ccccc2)nc2ccccc12)c1ccc(Cl)cc1
11.4	11.3	CCOC(=O)N[C@@H](CC(C)C)C(=O)N1CCC[C@H]1C(=O)NCc1ccccc1
1.7	11.5	COC(=O)[C@]1(CNC(=O)C(C)(C)C)CC(=O)N(Cc2ccc(Cl)cc2)[C@@H]1c1ccc(OC)cc1
8.4	-5.8	CC(=O)c1cc(-c2cc3ccccc3o2)c(=O)n2c1CCC2
-14.2	-47.1	CC(=O)Nc1ccc(NC2=C(Cl)C(=O)c3ccccc3C2=O)cc1
9.2	4.2	COC(=O)[C@]12C[C@H](CC(=O)NCc3cccc(C(F)(F)F)c3)C(=O)N(Cc3ccc4c(c3)OCO4)C1=C[C@H](COCc1ccccc1)O[C@@H]2C
-13.6	-4.9	Cn1ccnc1C(=O)O[C@@H]1CCC[C@@]2(C(=O)N(Cc3ccccc3)c3ccccc32)[C@H]1NC(=O)CCc1ccccc1
2.7	-40.3	O=C(Cn1nnc(N2CCCCC2)n1)NN=Cc1ccccc1O
-18.9	-1.3	C[C@H]1COc2cccc(N3CCCC3)c2S(=O)(=O)N1
9.3	4.0	Cc1ccc(Cl)cc1NC(=O)COC(=O)c1ccc(N2CCCC2)c([N+](=O)[O-])c1
-7.5	14.4	CCOC(=O)[C@]12CCCC3=C1N(CCC3)C(=O)[C@@H](CC(=O)NCc1cccs1)C2
10.8	-20.0	CCOC(=O)N1C(=O)C[C@](Sc2ccc(OC)cc2)(C(=O)N2CCCC2)[C@H]1c1ccc(OC)cc1
-2.0	-14.7	Cc1ccc(CN2CCCCC(NC(=O)c3cccc(C(F)(F)F)c3)C2=O)cc1 (stereo not given)
8.6	-3.7	CCCCCCCCN1C(=O)[C@@H](CC(=O)NCCCN2CCCC2=O)C[C@@]2(C(=O)OC)C1=C[C@H](C(C)(C)C)O[C@@H]2C
-11.8	34.2	COc1cc(OC)cc(C(=O)NCC2CCN(C(=O)C(=O)c3cccs3)CC2)c1

Further records follow:
COUP-TFII inh	NCOA2 inhibitor	SMILES
-1.6	0.6	O=C1CSc2ccc(C(=O)N3CCCC(C(=O)N4CCCC4)C3)cc2N1 (stereo not given)
-7.9	5.7	C#CCNC(=O)C[C@H]1C[C@@]2(C(=O)OC)C(=C[C@H](COCc3ccccc3)O[C@@H]2C)N(Cc2ccccc2)C1=O
-4.2	-9.1	Fc1ccc(-c2cc(-c3nnc4sc(-c5ccco5)nn34)[nH]n2)cc1
-44.7	-79.6	CN(C)S(=O)(=O)c1cccc(C(=O)N/N=C\c2ccccc2[N+](=O)[O-])c1
-6.7	-0.2	COCCN1C(=O)N[C@@H](c2ccccc2)C(C(C)=O)=C1C
-6.4	12.5	C[C@@H]1CCN(C2CC2)S(=O)(=O)c2ccc(N3CC[C@H](N(C)C)C3)cc2O1
-11.6	19.0	Brc1ccc(COCCc2cn(Cc3ccccc3)c3ccccc23)cc1
-4.3	12.2	COC(=O)[C@@]12CCCCC=C1N(CCc1ccc(Cl)cc1)C(=O)[C@H]2CC(=O)NCCCCc1ccccc1
-2.1	1.9	CCCCNC[C@@]12CO[C@H](c3ccc(Cl)cc3)N1[C@@H](c1ccc(Cl)cc1)SC2
5.7	13.2	CCCc1c(-c2cccc(Br)c2)ncn1CCc1ccccc1OC
34.0	15.6	Clc1ccc(CN2CCN(c3ncc(Cc4ccccc4)cn3)CC2)cc1
1.8	10.9	CC(C)(C)CSc1nnc(-c2cccnc2)n1Cc1ccccc1
-23.4	-16.4	COc1cccc(CNC(=O)[C@H]2CCCN2C(=O)[C@H]2CCCN2C(=O)c2ccc(C)c(C)c2)c1
3.7	8.6	C/C(C=NNC(=O)CSc1nc2ccccc2n1Cc1ccccc1Cl)=C\c1ccccc1
-2.2	9.3	CC(C)C[C@@H]1COc2cc(Br)ccc2S(=O)(=O)N1Cc1cn(Cc2ccc(F)cc2)nn1
18.4	-2.7	COC(=O)C1=C(C)N(Cc2ccc(C(F)(F)F)cc2)C(=NCc2ccccc2)NC1c1ccccc1C(F)(F)F (stereo not given)
-16.0	20.2	COCC(=O)N1CCN(C(=O)C(=O)c2cccc(C(F)(F)F)c2)CC1
-5.7	-28.2	CCOC(=O)/C(=C\Nc1ccc(OCc2ccccc2)cc1)NC(=O)c1ccccc1
-5.3	0.2	O=C(OCc1cn(Cc2ccc(F)cc2F)nn1)N1CCOCC1
20.7	-5.1	COC(=O)[C@]12C[C@H](CC(=O)NCc3ccc(OC)c(OC)c3)C(=O)N(CCC3=CCCCC3)C1=C[C@H](COCc1ccccc1)O[C@@H]2C
1.9	-0.1	COc1ccc(C(=O)CSc2nnc(-c3cccs3)o2)cc1OC
9.0	-2.8	Cc1onc(-c2ccccc2)c1C(=O)N1CCN(C(=O)C(=O)c2cccc(C(F)(F)F)c2)CC1
-7.8	-14.0	NC(Cc1ccc(O)cc1)C(=O)NN=Cc1ccccc1Cl (stereo not given)
10.7	-10.3	COCc1cn([C@H]2C[C@@H]3O[C@H](CO)CC[C@@H]3O[C@@H]2CCc2ccc(-c3ccc(OC)cc3)cc2)nn1
7.1	-17.3	COC(=O)[C@]12C[C@H](CC(=O)NCc3cccc(C(F)(F)F)c3)C(=O)N(CCc3ccc(OC)c(OC)c3)C1=C[C@H](C(C)(C)C)O[C@@H]2C

Sorted by molar mass (descending): part of the list above.
COUP-TFII inh	NCOA2 inhibitor	SMILES
-16.9	2.3	C/C(=N\NC(=O)c1cc(-c2ccccc2)nc2ccccc12)c1ccc(Cl)cc1
-16.0	20.2	COCC(=O)N1CCN(C(=O)C(=O)c2cccc(C(F)(F)F)c2)CC1
-5.3	0.2	O=C(OCc1cn(Cc2ccc(F)cc2F)nn1)N1CCOCC1
-7.8	-14.0	NC(Cc1ccc(O)cc1)C(=O)NN=Cc1ccccc1Cl (stereo not given)

(next part)
COUP-TFII inh	NCOA2 inhibitor	SMILES
-3.2	14.6	Cc1ccc(CN2CCCCC(NC(=O)Nc3cccc(F)c3)C2=O)cc1 (stereo not given)
-59.2	10.8	CCN(CC)c1ccc(-c2nn3c(-c4ccccc4Cl)nnc3s2)cc1
3.6	18.5	COc1ccc(C2CC(=O)C(c3cccc(C)c3)=CN2Cc2ccccc2)cc1 (stereo not given)
6.5	-4.7	S=C(Nc1ccc(Br)cc1)OC1CCC12CCC(c1ccccc1)CC2 (stereo not given)
-6.9	2.4	CC(C)[C@H]1COCCS(=O)(=O)N1Cc1ccccc1-c1cccc2c1sc1ccccc12
-4.5	-1.0	COc1ccc(Br)cc1C=NNC(=O)c1ccncc1
3.5	9.9	COC(=O)[C@H](C(C)C)N1CCc2nnn(CC3CCCCC3)c2-c2cc(F)ccc2S1(=O)=O
22.6	2.0	CCCCCCNC(=O)C1CSCCS(=O)(=O)N1Cc1ccc(F)cc1 (stereo not given)
-10.6	21.2	CCC(CO)Nc1cccc2c1S(=O)(=O)N(Cc1cn(Cc3cccc(F)c3)nn1)Cc1ccccc1O2 (stereo not given)
-6.7	11.6	CCOC(=O)C1=NOC(C(=O)NC2CCCC2)(C(=O)C2CC2)C1 (stereo not given)
-0.3	3.4	CC(NCc1ccco1)C(=O)N1CCCC1 (stereo not given)
16.9	2.8	CCOC(=O)C1CSCCS(=O)(=O)N1Cc1ccc(C)cc1 (stereo not given)
8.9	22.9	O=C(CSc1nnc(-c2ccc(Cl)cc2)n1C1CCCCC1)NN=Cc1c(O)ccc2ccccc12
11.0	15.2	COc1ccc(CNC(=O)c2cc(-c3ccccc3)c(N3CCOCC3)s2)cc1OC
0.7	-7.1	CCCCCCn1c(=O)[nH]c2nc3cc(N)ccc3nc2c1=O
-40.4	-39.4	Cn1c(SCC2CCC2)nnc1-c1ccco1
-3.7	-1.2	COC(=O)[C@]12C[C@H](CC(=O)NCCc3ccccc3OC)C(=O)N(Cc3ccccc3)C1=C[C@H](C(C)(C)C)O[C@@H]2C
9.1	12.7	COc1cccc(OCC(C)CN2CCC(C(O)(c3ccccc3)c3ccccc3)CC2)c1 (stereo not given)
-3.5	8.0	COC(=O)/C=C1\Nc2ccc(Cl)cc2C(=O)NC1=O
-7.1	11.7	C[C@@H]1C=CCCO[C@]12C(=O)N(CC1CC1)c1cccc(Br)c12
4.6	-9.2	Cc1cccc(-c2cccc3c4c([nH]c23)[C@@H]2C[C@H](N(C)C(=O)c3ccccc3F)[C@H]([C@H](C)O)CN2CC4)c1
-2.1	28.1	COC(=O)[C@]12C[C@H](CC(=O)NCc3ccccc3)C(=O)N(CCC3=CCCCC3)C1=C[C@H](C(C)(C)C)O[C@@H]2C
7.0	-4.7	Cc1ccc(C2=CCN(C)C(=O)N2c2ccc(Br)cc2)cc1

3 entries from above, arranged by the value under COUP-TFII inh, descending:
COUP-TFII inh	NCOA2 inhibitor	SMILES
8.6	-3.7	CCCCCCCCN1C(=O)[C@@H](CC(=O)NCCCN2CCCC2=O)C[C@@]2(C(=O)OC)C1=C[C@H](C(C)(C)C)O[C@@H]2C
6.7	-5.1	O=C(CN1CCC(N2CCCCC2)CC1)N1CCOCC1
2.2	18.9	Cc1ccc(-n2c(Cc3cccs3)nnc2SCc2ccc(Br)cc2)cc1

Assay outcomes as filed in PubChem BioAssay.
